# Screening results: PubChem BioAssay, several laboratories
# SDO1 yeast rescue = restores growth of sdo1-depleted yeast; S. cerevisiae sdo1-depleted JHY4D growth rescue, OD600 30 h; active compounds read high; pdr5 snq2 efflux-pump mutant strain; z-score at 10 µM; 140,000 tested, 0.21% active;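 active = z-score above 3 at both the 24 hr and the 30 hr optical density reads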;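 also: z-score against mean and SD of all compound wells on the same plate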
# INS promoter inh = TRM-6 insulin promoter activity inhibition. TRM-6 cells (human fetal islet line), insulin promoter-eGFP reporter, imaging; reporter expression induced with tamoxifen. inhibition, % at 2 µM. 130,000 tested, 0.9% active. AID 1273;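 active = inhibition above the mean plus 3 SD, with well images judged a real hit on visual review, cut at about 60% in these data, passing the limit was not always enough; inconclusive = inhibition over the cutoff but images rejected on review; inactive = inhibition not above the cutoff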
# SDO1 yeast rescue Rescue 24 h = recorded beside SDO1 yeast rescue, whose call it bears; z-score; S. cerevisiae sdo1-depleted JHY4D growth rescue, OD600; measured here: growth rescue at 24 h;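 0 is the plate mean of compound wells and units are plate SD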
# * = called active by the depositor; ? = inconclusive; / = no result given; [ ] = remark or other dose.
SDO1 yeast rescue	INS promoter inh	SDO1 yeast rescue Rescue 24 h	mol
1.2[12.4 µM]	33	0.96	CCP(=O)(CC)C(C)(C)CP(=O)(c1ccccc1)c1ccccc1
-2.1	-62	-1.2	Fc1ccc2c(c1)C(c1ccncc1)=NNC(c1ccc(Cl)cc1)=N2
0.58	-30	1.9	O=C(CN(CCN1CCOCC1)C(=O)Cn1nnc(-c2ccc(F)cc2)n1)NC1CCCCC1
-0.03	33	-0.29	CCOC(=O)c1[nH]c2ccc(OC)cc2c1NS(=O)(=O)c1ccc(OC)cc1OC
0.07	-10	-0.32	CCOc1ccc(S(=O)(=O)Nc2cc(Sc3ncn[nH]3)c3oc(=O)sc3c2)cc1
-0.11	/	0.24	O=C(COC(=O)c1ccccc1NC(=O)c1ccccc1)c1cccc([N+](=O)[O-])c1
0.41	-312	-0.24	CCOC(=O)C(C(=O)NCCCN1CCOCC1)C1CCCCC1 (configuration not stated)
-2.2	52	-1.4	Oc1ccc(Cl)cc1C1=NNC(c2ccc(Cl)cc2)C1 (configuration not stated)
-0.89	17	-1.1	CN(C1CCCCC1)S(=O)(=O)c1cccc(C(=O)OCC(=O)NC2CCCc3ccccc32)c1 (configuration not stated)
0.89	20	0.3	COc1cc2c(cc1OC)C(C(=O)Nc1ccc3c(c1)OCCO3)C(c1cccnc1)N(C)C2=O (configuration not stated)
/	0	/	O=C(Nc1ccc(Cl)cn1)C1C(c2ccccc2)C1(Cl)Cl (configuration not stated)
/	-5	/	COC(=O)CCCNC(=O)c1ccc(OC2CCN(CCc3ccccc3)CC2)cc1
-1.2	37	-1.4	CCOC(=O)N1CCN(Cc2cc(=O)oc3ccc(Cl)cc23)CC1
-0.9	-86	-0.25	CCOc1ccccc1C(=O)Nc1ccsc1C(=O)OC
/	-87	/	CCOc1ccc2nc(Cl)c(CN(C(=O)c3cnccn3)C3CCCC3)cc2c1
-0.17	79*	-0.98	COc1ccc2sc(NC(C)=O)nc2c1
-2.5	-10	-1.3	C=CCn1c(C)cc(C(=O)CSc2nnc(NC(C)C)s2)c1C
-0.07	-198	-0.23	O=C(CSc1cccc(C(F)(F)F)c1)NC(=O)NCc1ccco1
0.59	9	0.28	O=C(O)c1ccc(CNC(=O)c2ccc(Br)o2)cc1
0.38	-26	0.52	COc1ccc(/C=N/N2CCN(C3c4ccccc4-c4ccccc43)CC2)cc1O
-1.3	/	-1.5	Cc1cc(=O)[nH]c(SCc2cc(Cl)ccc2OC(F)F)n1
1.7	6	1.3	O=C(CCN1CCOCC1)c1ccccc1
0.27	/	0.2	Cn1c(N)c(C(=O)c2cc(-c3ccccn3)nc3ccccc23)c(=O)[nH]c1=O
-2.3	-14	-2.1	O=S(=O)(NC1CCCCC1)c1cccc(-c2nnc(-c3ccccc3)o2)c1
0.93	58	0.54	Cc1nnc(Nc2ccc(Cl)cc2)n(N)c1=O
1.6	14	0.93	COC(=O)CN1C(=O)C2(C(C#N)=C(N)Oc3n[nH]c(-c4cccs4)c32)c2ccccc21 (configuration not stated)
-0.34	-123	-0.79	COc1cc(C(=O)NCCOc2cccc(C)c2)c(Br)c(OC)c1OC
-0.02	50	0.54	Cc1ccc(C2=NC3(CCCCCC3)NC2=S)cc1
/	-81	/	COc1ccccc1CC(=O)Nc1cccc(F)c1
-2.7	-20	-2.1	Cc1cc(N2CCN(Cc3ccccc3)CC2)n2nc(C)c(-c3ccccc3)c2n1
-0.12	0	0.2	O=C(COC(=O)/C=C/c1cccc(C(F)(F)F)c1)NC(c1ccccc1)c1ccccc1
/	46	/	Cc1ccccc1-c1n[nH]c(=S)n1C
-2.3	19	-2.3	CC(C)Cn1c(/C=N/Nc2nc3ccccc3[nH]2)nc2ccccc21
-0.12	/	-0.54	O=C(c1ccc(CS(=O)(=O)c2ccc(Br)cc2)o1)N1CCN(c2ccccn2)CC1
/	27	/	COc1ccc(-c2csc(NC(=O)c3ccc(N4C(=O)CCC4=O)cc3)n2)cc1OC
/	-17	/	O=C(NC1=NCCS1)c1ccc(Cl)c(S(=O)(=O)N2CCOCC2)c1
0.24	/	-0.01	CC1CCCN(C(=O)c2ccc(CNc3c(N4CCCCC4)c(=O)c3=O)cc2)C1 (configuration not stated)
-1.1	/	-0.9	O=C(Nc1nc2c(s1)CCCC2)C1COc2ccccc2O1 (configuration not stated)
/	63	/	Cc1sc2nc(SCC(N)=O)n(-c3ccccc3)c(=O)c2c1C
-0.85	-71	-0.39	CCCn1c(=O)c2ccccc2n2c(SCc3nnc(-c4ccccc4Br)o3)nnc12
1.1	3	1.4	Cc1ccc(NC(=O)CCC(=O)NNS(=O)(=O)c2ccccc2)cc1C
0.9	/	0.41	CCCOc1ccc(/C(O)=C2\C(=O)C(=O)N(CCCOC)C23C(=O)N(C)c2ccccc23)cc1 (configuration not stated)
-0.23	-17	0.64	CCOC(=O)c1[nH]c2c(c1-c1ccccc1)C(=O)CC(c1ccc(OCC)cc1)C2 (configuration not stated)
1.2	/	0.7	Cc1ccc(-c2ccc(CCC(=O)O)n2NC(N)=S)cc1
0.95	-31	0.84	Cc1cccc(C)c1NC(=O)NC1(C(=O)NCCCN2CCOCC2)CCCCC1
-0.46	-40	-0.38	COc1ccc(C)cc1S(=O)(=O)N(CC(=O)N1CCCC1)c1ccccc1
1.4	/	1.3	O=C(NC1CSC/C1=N\O)c1ccccc1 (configuration not stated)
-0.28	-2	-1.2	COc1ccc(S(=O)(=O)N2CCOCC2)cc1NC(=O)Cc1ccc(Cl)c(Cl)c1
-0.52	47	-0.36	CCOC(=O)c1c(-c2cccs2)csc1NC(=O)CSc1ncn[nH]1
0.43	19	-0.09	O=C(c1cc(-c2ccc3c(c2)OCO3)on1)N1CCOCC1
0.27	30	1.3	Cc1cc(C(=O)OCC(=O)NCCc2ccccc2)c(C)o1
0.61	-46	-0.15	CC(=O)OC(C(=O)NC1CCCCC1)c1ccc(C)cc1 (configuration not stated)
-0.3	29	0.28	CC(CC(=O)Nc1cccc(Cl)c1)c1ccccc1 (configuration not stated)
-0.37	-13	-0.02	COc1ccccc1-n1cnc2c(c1=O)c1nc3ccccc3nc1n2-c1ccc(C)cc1
-1.5	26	-1.1	COc1ccc(C(c2nnnn2Cc2ccccc2)N2CCN(c3nc4ccccc4s3)CC2)cc1OC (configuration not stated)
0.19	16	-0.3	Cc1ccc(-n2c(CSc3nc(C)cc(C)n3)nnc2SCC(=O)NCc2ccco2)cc1
0.19	14	-0.29	COc1cc(C(=O)O)ccc1O
-0.51	-412	-1.1	CC(C)CNS(=O)(=O)c1ccc(CCC(=O)O)cc1
-0.24	43	-0.38	O=C(c1ncc[nH]1)c1ccco1
1.5	-20	1	Cc1cc2nc(C)n(CCCNC(=O)Nc3ccc(F)cc3)c2cc1C

# Remaining list, next part.
SDO1 yeast rescue	INS promoter inh	SDO1 yeast rescue Rescue 24 h	mol
0.65	0	0.06	Cn1cc(Br)c(C(=O)NNC(=O)c2ccccc2)n1
-0.59	/	-1.3	CCOCCn1c(N2CCN(c3ccccc3)CC2)nc2c1c(=O)n(C)c(=O)n2C
-0.34	0	-0.21	COCCNC(=S)N/N=C(\C)c1cccc([N+](=O)[O-])c1
0.19	12	-0.15	COc1ccccc1OCCNC(=O)c1cc(F)c(F)cc1Cl
/	-129	/	Cc1cc2c(cc(C(=O)OC(C(=O)NCC3CCCO3)C(C)C)n2C)o1 (configuration not stated)
/	40	/	O=[N+]([O-])c1ccc(Nc2c3ccccc3nc3ccccc23)cc1
-0.14	/	-0.64	CCCCn1c(=O)[nH]c2ccccc21
0	43	-0.14	CCOC(=O)c1cc(C)sc1NC(=O)CCC(=O)O
-0.31	/	-0.35	CCCc1sc(N)nc1-c1ccc(Cl)cc1
0.97	33	1.5	C/C(=N\NC(=O)CSc1nc2ccccc2s1)c1ccco1
-1.4	17	-0.71	Fc1cccc(Cl)c1CNC(c1ccccc1)c1ccccc1
-0.6	-25	0.1	COC(=O)C1=C(C)NC(=O)/C1=C\c1ccc2c(c1)OCO2
-0.77	45	-0.93	CCCOP(=O)(c1ccc(N(C)C)cc1)C(Nc1ccccc1)c1ccc(N(C)C)cc1 (configuration not stated)
-0.17	/	-0.44	CC1CCCCC1NC(=O)C1CCCN1S(=O)(=O)c1cccc2nsnc12 (configuration not stated)
0.68	4	2.2	Cc1nc(SCC(=O)Nc2ccccc2C(F)(F)F)c(C#N)c(C)c1CC(=O)c1ccc(Br)cc1
-1.3	12	-0.26	N/C(=N\c1nc2ccccc2o1)NC(=O)c1ccc(F)cc1
/	-75	/	COc1ccc(N2CCN(Cc3nc4scc(-c5cccs5)c4c(=O)[nH]3)CC2)cc1
-1.4	/	-0.42	NC(=O)c1cc(-c2ccccc2)nc(N2CCCCCC2)n1
1.2	19	0.91	O=C(CC1CCCCC1)Nc1ncn[nH]1
-1	3	-0.94	CCCCCOc1ccccc1C(=O)NCCCC(=O)O

# Grouped by structure: the entries above with a thiophene ring, fused or not.
SDO1 yeast rescue	INS promoter inh	SDO1 yeast rescue Rescue 24 h	mol
-0.9	-86	-0.25	CCOc1ccccc1C(=O)Nc1ccsc1C(=O)OC
1.6	14	0.93	COC(=O)CN1C(=O)C2(C(C#N)=C(N)Oc3n[nH]c(-c4cccs4)c32)c2ccccc21 (configuration not stated)
/	63	/	Cc1sc2nc(SCC(N)=O)n(-c3ccccc3)c(=O)c2c1C
-0.52	47	-0.36	CCOC(=O)c1c(-c2cccs2)csc1NC(=O)CSc1ncn[nH]1
0	43	-0.14	CCOC(=O)c1cc(C)sc1NC(=O)CCC(=O)O
/	-75	/	COc1ccc(N2CCN(Cc3nc4scc(-c5cccs5)c4c(=O)[nH]3)CC2)cc1

# Other entries:
SDO1 yeast rescue	INS promoter inh	SDO1 yeast rescue Rescue 24 h	mol
-0.97[9.1 µM]	44	-0.76	CC(C)Nc1nc(NC(C)C)nc(Oc2ccc(/C=N/O)cc2)n1
0.53	/	-0.06	CC(=O)NC(CCS(C)(=O)=O)C(=O)Nc1cccc2ccccc12 (configuration not stated)
0.32	/	0.44	Cc1cccc(C(=O)NC2CCN(CC(=O)N3CCOCC3)CC2)c1
0.74	-6	1.5	CCOC(=O)C(NC(=O)c1ccccc1)(OCc1ccc(F)cc1)C(F)(F)F (configuration not stated)
-0.29	-46	-0.19	CC(NC(=O)CSc1cccc(C(F)(F)F)c1)c1ccccc1 (configuration not stated)
/	0	/	COc1cc(/C=C/C(=O)O)ccc1OCc1cnc(Cl)s1
-0.26	40	-0.36	CCOC(=O)c1sc(NC(=O)CSc2nnc(Cc3ccccc3)o2)c(C(=O)OCC)c1C
-0.34	66	-0.72	CCCCNC(=O)n1c(=O)oc2ccc(Cl)cc21
-1.3	-8	-0.83	Cc1cc(C)c(-c2cc(NC(=O)COC(=O)c3ccc(CO)cc3)n(-c3ccccc3)n2)cc1C
/	77*	/	CC(=O)c1cnc(-c2ccccc2Cl)s1
/	30	/	Cc1cccc(C)c1-n1c(C)nn(Cc2ccc([N+](=O)[O-])cc2)c1=O
0.19	6	-0.14	CCn1cc(C(=O)N2CCN(C(=O)c3ccco3)CC2)c2cc(OC)c(OC)cc2c1=O
-0.88	-50	-1.2	CC1(C)Cc2c(C#N)c(NCCN3CCOCC3)nc(-c3ccco3)c2CO1
-0.22	/	-0.21	C=CCc1ccccc1OCC(O)CN(C(C)C)C(C)C (configuration not stated)
/	-25	/	Cc1cc(C)cc(NC(=S)/C(=C(\[O-])c2ccc(Cl)cc2Cl)[n+]2ccccc2)c1
1.2	13	0.45	CS(=O)(=O)N1CCN(CC2CC3C=CC2C3)CC1 (configuration not stated)
0.26	23	0.1	CCOc1ccc(S(=O)(=O)N(CC(=O)NCC(F)(F)F)Cc2ccco2)cc1
/	-37	/	CCN1CCc2c(sc(NC(=O)CN3C(=O)c4ccccc4C3=O)c2C(N)=O)C1
-0.57	20	-1.1	CCC(C(=O)OCC(=O)Nc1ccccc1-c1ccccc1)c1ccccc1 (configuration not stated)
/	7	/	COC(CNC(=O)c1ccc(-n2c(=S)[nH]c3ccccc3c2=O)cc1)OC
-0.25	3	0.49	CC(C)C12CN3CC(C(C)C)(CN(C1)C3c1ccc3c(c1)OCO3)C2=O (configuration not stated)
-0.68	-25	-0.51	Cc1ccc(C)c(Nc2c([N+](=O)[O-])cc(C(=O)N3CC(=O)Nc4ccccc43)cc2[N+](=O)[O-])c1
0.85	-12	0.22	CN(C)S(=O)(=O)c1ccc(C(=O)Nc2cc(=O)n(C)c(=O)n2C)cc1
/	?	/	CCOC(=O)c1ccccc1NC(=O)Cn1cnc2c(cnn2-c2ccc(OC)cc2)c1=O
1	-38	0.7	COc1cc(Cl)c(C)cc1NC(=O)CSC
0.02	-69	0.18	O=C1COc2ccc(C(=O)/C=C/c3ccccc3)cc2N1
/	-39	/	COc1cc(SC)ccc1C(=O)Nc1ccc(Cl)cn1
-0.12	13	-0.33	COc1ccccc1OCc1ccc(C(=O)Nc2ccncc2)o1
-0.68	29	-0.83	CCCS(=O)(=O)c1c(S(=O)(=O)CCC)c2c(C)cccn2c1C(=O)OC

# As entered above:
# CCn1cc(C(=O)N2CCN(C(=O)c3ccco3)CC2)c2cc(OC)c(OC)cc2c1=O @ SDO1 yeast rescue Rescue 24 h: -0.14
# CCOCCn1c(N2CCN(c3ccccc3)CC2)nc2c1c(=O)n(C)c(=O)n2C @ SDO1 yeast rescue Rescue 24 h: -1.3
# CN(C1CCCCC1)S(=O)(=O)c1cccc(C(=O)OCC(=O)NC2CCCc3ccccc32)c1 (configuration not stated) @ INS promoter inh: 17
# O=C(NC1CSC/C1=N\O)c1ccccc1 (configuration not stated) @ SDO1 yeast rescue: 1.4
# Cc1cc(C(=O)OCC(=O)NCCc2ccccc2)c(C)o1 @ INS promoter inh: 30
# CCOC(=O)C(C(=O)NCCCN1CCOCC1)C1CCCCC1 (configuration not stated) @ SDO1 yeast rescue: 0.41

# Not all compounds are listed (hit frequency here may not be typical).
